Screening data (PubChem BioAssay)
PAFAH2 inh: PAFAH2 enzyme inhibitors, primary screen, biochemical, fluorescence polarization, human; recombinant PAFAH2, FP-rhodamine activity probe; inhibition, % at 3.39 µM; 340,000 compounds, 0.99% hits; AID 492956, 2010; Platelet-activating factor acetylhydrolase 2, cytoplasmic (Homo sapiens), Q99487;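 active means inhibition above the mean over all tested compounds plus 3 SD, cut at about 30% in these data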;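 further: inhibitors block probe labeling of enzyme so polarization drops; 0% = enzyme with DMSO and 100% = wells lacking PAFAH2 protein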
PAFAH1B2 inh: PAFAH1B2 enzyme inhibitors, primary screen, biochemical, fluorescence polarization, human; recombinant PAFAH1B2, FP-rhodamine activity probe; inhibition, % at 3.39 µM; 340,000 compounds, 1.2% hits; AID 492953, 2010;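 active means inhibition above the mean of all tested compounds plus 3 SD, cut at about 24% in these data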;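 further: 0% = enzyme with DMSO and 100% = wells lacking PAFAH1B2; many of its hits are not listed in these tables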
PAFAH1B3 FP inh: PAFAH1B3 enzyme inhibitors, primary screen, biochemical, fluorescence polarization, human; recombinant PAFAH1B3, FP-rhodamine probe; inhibition, % at 3.39 µM; 340,000 compounds, 0.28% hits; AID 492972, 2010;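 active means inhibition above the screen-wide average of all tested compounds plus 3 SD, cut at about 25% in these data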;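 further: 0% = enzyme with DMSO only and 100% = wells lacking PAFAH1B3 protein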
Target sequence (Q15102 whole entry, looked up): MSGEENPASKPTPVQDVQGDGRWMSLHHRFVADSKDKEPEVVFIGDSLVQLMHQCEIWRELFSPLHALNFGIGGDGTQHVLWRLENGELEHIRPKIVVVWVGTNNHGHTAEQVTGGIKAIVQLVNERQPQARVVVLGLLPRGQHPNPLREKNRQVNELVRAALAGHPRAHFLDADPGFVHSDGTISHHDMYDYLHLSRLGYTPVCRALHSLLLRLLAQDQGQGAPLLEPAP
LYPLA1 counter: LYPLA1 inhibitors, primary screen, counter-screen for PME1 inhibitor project, biochemical, fluorescence polarization, FP-Rh probe ABPP. Acyl-protein thioesterase 1 (Homo sapiens), O75608. AID 2174, 2009. recombinant LYPLA1. 320,000 compounds, 0.16% hits. inhibition, % at 5.9 µM;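 active means inhibition above the mean of all tested compounds plus 3 SD, set per campaign, cut at about 14% in these data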;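 further: inhibitors block serine hydrolase probe labeling of LYPLA1 so polarization falls; 0% = enzyme with DMSO and 100% = wells lacking LYPLA1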
LYPLA2 inh: LYPLA2 inhibitors, primary screen, counter-screen for PME1 inhibitor project, biochemical, fluorescence polarization, FP-Rh probe ABPP; recombinant LYPLA2; 320,000 compounds, 0.38% hits; inhibition, % at 5.9 µM;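 active means inhibition above the screen-wide mean plus 3 SD, limit set per campaign, cut at about 26% in these data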;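 further: 0% = LYPLA2 with DMSO and 100% = wells lacking LYPLA2 enzyme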
PAD4 FP inh: human PAD4 inhibitors, primary screen, biochemical, fluorescence polarization, 1536-well format; Protein-arginine deiminase type-4 (Homo sapiens), Q9UM07; inhibition, % at 6.36 µM; 330,000 compounds, 0.41% hits; recombinant PAD4, RCA probe fluorescence polarization;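 active means percent inhibition above a cutoff equal to the mean of all tested compounds plus 3 SD, cut at about 15% in these data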;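 further: 0% = PAD4 with RCA probe and DMSO and 100% = probe without PAD4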
pPAFAH inh: pPAFAH enzyme inhibitors, primary screen, biochemical, fluorescence polarization, human; inhibition, % at 3.39 µM; Platelet-activating factor acetylhydrolase (Homo sapiens), Q13093; recombinant pPAFAH, FP-rhodamine probe fluorescence polarization; 330,000 compounds, 1.5% hits;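 active means inhibition above the mean inhibition across the screen plus 3 SD, cut at about 25% in these data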;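 further: inhibitors block binding of the rhodamine activity-based probe so polarization drops; 0% = enzyme with DMSO and 100% = wells lacking pPAFAH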
Target sequence (Q13093 whole entry, looked up): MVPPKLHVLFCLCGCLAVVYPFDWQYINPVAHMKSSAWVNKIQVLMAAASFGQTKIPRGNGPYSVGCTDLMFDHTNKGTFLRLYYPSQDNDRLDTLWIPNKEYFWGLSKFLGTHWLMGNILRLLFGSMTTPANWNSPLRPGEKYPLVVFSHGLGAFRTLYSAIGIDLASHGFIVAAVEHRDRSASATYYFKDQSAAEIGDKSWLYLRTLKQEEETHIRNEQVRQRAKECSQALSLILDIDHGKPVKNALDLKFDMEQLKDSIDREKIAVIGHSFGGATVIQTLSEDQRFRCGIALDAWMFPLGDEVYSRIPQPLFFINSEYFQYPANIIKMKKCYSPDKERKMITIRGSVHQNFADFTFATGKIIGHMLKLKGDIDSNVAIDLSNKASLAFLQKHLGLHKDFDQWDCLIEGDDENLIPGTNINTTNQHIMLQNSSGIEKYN
PREPL inh: PREPL enzyme inhibitors, primary screen, biochemical, fluorescence polarization. 320,000 compounds, 0.68% hits. inhibition, % at 5.96 µM. recombinant PREPL, fluorescence polarization activity-based probe. Prolyl endopeptidase-like (Homo sapiens), Q4J6C6. AID 2751, 2010; in the data active means inhibition above about 43%;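 further: 0% = enzyme with DMSO and 100% = wells lacking enzyme; many of its hits are not listed in these tables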
GSTO1 inh: inhibitors of recombinant GSTO1, primary screen, counter-screen for RBBP9 inhibitor project, biochemical, fluorescence polarization | Glutathione S-transferase omega-1 (Homo sapiens), P78417 | activity-based probe fluorescence polarization | inhibition, % at 5.96 µM | 300,000 compounds, 1.1% hits;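 active means inhibition above the campaign mean inhibition plus 3 SD, cut at about 35% in these data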;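 further: 0% = GSTO1-1 with DMSO and 100% = wells lacking GSTO1-1 enzyme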
Target sequence (P78417 whole entry, looked up): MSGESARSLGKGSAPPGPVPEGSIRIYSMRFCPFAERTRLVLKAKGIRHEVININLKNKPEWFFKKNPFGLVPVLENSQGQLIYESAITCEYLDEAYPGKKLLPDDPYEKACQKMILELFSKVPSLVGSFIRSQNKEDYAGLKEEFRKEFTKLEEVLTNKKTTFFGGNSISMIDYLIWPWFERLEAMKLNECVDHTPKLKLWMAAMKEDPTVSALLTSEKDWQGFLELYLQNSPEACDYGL
* = called active by the depositor; · = not tested or not shown.

nr	structure	PAFAH2 inh	PAFAH1B2 inh	PAFAH1B3 FP inh	LYPLA1 counter	LYPLA2 inh	PAD4 FP inh	pPAFAH inh	PREPL inh	GSTO1 inh
1	COc1ccc(C(OC(=O)c2c(C)noc2C)C(=O)NC2CCCC2)cc1 (stereo unspecified)	-1	2	7	4	5	-5	-3	-1	0
2	CCCCn1nc2cc(C(=O)NC3CCCc4ccccc43)ccc2c1OCC (stereo unspecified)	0	0	4	1	4	-1	6	0	2
3	Cc1ccc(NC(=S)NCC(O)c2ccccc2)c(C)c1 (stereo unspecified)	5	5	4	0	1	-1	2	4	8
4	CCN(CC)S(=O)(=O)c1ccc(N2CCOCC2)c(NC(=O)COc2ccc(C#N)cc2)c1	1	1	2	4	77*	-7	6	12	14
5	O=C(/C=C/c1ccc([N+](=O)[O-])cc1)NCc1cccs1	5	1	-7	-3	0	-5	-1	7	0
6	Cc1ccc(O)c(-n2nc3ccccc3n2)c1	4	-2	0	-3	2	1	1	-7	7
7	O=C1NN(c2ccccc2)C(=O)/C1=C\c1cccc(OC(=O)c2cccs2)c1	27	19	7	-2	8	-2	14	57*	6
8	CCN(CC)S(=O)(=O)c1ccc(C)c(NC(=O)Cn2cnc3cc([N+](=O)[O-])ccc3c2=O)c1	8	-2	4	-3	4	2	7	27	-13
9	O=C(Nc1nnc(S(=O)(=O)Cc2ccc(F)cc2)s1)c1ccccc1F	-2	4	4	-7	0	3	4	18	-54
10	O=C(Nc1c(-c2ccccc2)nc2ccccn12)c1ccccc1	4	0	0	0	-1	-2	-2	5	-3
11	CCOC(=O)N1CCN(C(=O)CN2C(=O)COc3ccc(S(=O)(=O)N4CCOCC4)cc32)CC1	-12	10	2	0	7	-1	5	-3	-5
12	CC(C)C(O)(C#CCN1CCCCC1)C(C)C	6	1	4	0	-2	1	-2	0	2
13	CCC(=O)Oc1ccc2oc(=O)cc(C)c2c1	-1	4	9	0	3	0	-2	-3	0
14	CN(C(=O)COC(=O)c1ccc(=O)n(Cc2ccccc2)n1)C1CCS(=O)(=O)C1 (stereo unspecified)	3	1	11	0	6	-2	5	8	-1
15	CCN(CC)S(=O)(=O)c1cc(NC(=O)CN2C(=O)NC3(CCCc4ccccc43)C2=O)ccc1C (stereo unspecified)	1	-1	-14	-5	-8	-1	10	5	-3
16	O=C(/C=C/c1ccccc1)N1CCN(S(=O)(=O)c2ccc(F)cc2)CC1	8	3	7	1	3	-6	8	-26	-1
17	O=C(Nc1nnc(CCN2CCCCC2)s1)c1ccccc1	0	5	10	3	3	-3	-4	-22	14
18	O=C(NCCN1CCCCC1)c1ccc(=O)oc1	2	3	-3	-2	-4	-1	-4	3	-1
19	O=[N+]([O-])c1cccc(-c2ccc(SCc3cccnc3)nn2)c1	0	-1	5	0	0	-2	-1	22	-7
20	CCOC(=O)CC1NC(=O)c2ccccc21 (stereo unspecified)	-3	2	-3	2	-3	-2	-4	8	0
21	CCN(CC)c1cc(C)c(C#N)c2nc3ccccc3n12	-3	-2	12	0	4	3	0	14	-4
22	CC1CC(=O)N(CC(=O)NCc2ccc3c(c2)OCO3)c2ccccc2S1 (stereo unspecified)	-7	6	7	-1	-4	1	1	8	6
23	O=C(N1CCN(c2ccccc2)CC1)C(F)(F)C(F)(F)F	7	4	2	-4	1	1	0	-2	2
24	Cc1cc(S(=O)(=O)N2CCOCC2)ccc1OCC(=O)Nc1cccc(F)c1	-3	4	-6	1	11	-5	-7	2	16
25	O=C(CNc1n[nH]c(=O)[nH]c1=O)N/N=C/C1CC=CCC1 (stereo unspecified)	1	9	12	1	-5	-4	4	4	7
26	Cc1ccccc1Nc1nn2c(=O)c3ccccc3nc2s1	-6	-3	4	-7	-4	4	2	-4	2
27	CCOC(=O)c1sc2ncn(CC(=O)NCC3CCCO3)c(=O)c2c1C (stereo unspecified)	3	4	6	2	3	-3	-5	0	1
28	CCOC(=O)c1ccc(NC(=O)COc2ccc(S(=O)(=O)NC(C)(C)C)cc2)cc1	-5	3	-3	-1	6	7	2	6	7
29	Cc1ccc2cc(C#N)c(SCc3nnc(-c4ccccc4[N+](=O)[O-])o3)nc2c1	0	0	9	-5	-8	2	2	2	3
30	COc1ccc(C2CC(c3ccccc3C(F)(F)F)=NN2c2ccc(S(N)(=O)=O)cc2)cc1 (stereo unspecified)	6	2	5	·	·	-1	26*	·	·
31	Cc1nc2cc(C(F)(F)F)ccc2n1CCNc1nc(-c2cc(Cl)c(N)c(Cl)c2)cs1	0	8	15	-4	3	-5	9	10	-2
32	Cc1c(-c2cc[n+]([O-])cc2)oc2ccc(Br)cc2c1=O	·	·	·	2	1	-2	1	19	-15
33	COCc1cc(=O)[nH]c(Nc2nc3ccc(C)cc3o2)n1	9	2	9	2	2	3	4	5	7
34	N#Cc1ccc(NC(=O)Cn2cnc(S(=O)(=O)N3CCc4ccccc43)c2)cc1	6	5	7	2	11	0	1	-20	-3
35	O=C(NCC1CCCO1)NC1CCCCC1 (stereo unspecified)	-15	0	2	0	-6	-2	-2	-5	-1
36	C#CCOCCOCCOCCNc1nc(N2CCOCC2)nc(N2CCN(C(=O)[C@H]([C@@H](C)O)n3cc(CCCCN)nn3)CC2)n1	4	-4	-4	-3	5	1	4	1	2
37	COc1ccc(CNC(=O)c2sc3nc4c(c(C(F)(F)F)c3c2N)CCC4)cc1	·	·	·	-2	-3	-2	1	4	1
38	C=C(C)c1cccc(C(C)(C)NC(=O)N2CCCCC2CC)c1 (stereo unspecified)	-7	2	2	1	3	-3	4	-10	4
39	Cc1cc(=O)[nH]c(SCC(=O)Nc2c(C)n(C)n(-c3ccccc3)c2=O)n1	5	-1	0	-1	-2	-2	3	5	·
40	Cn1c(N)c(C(=O)COC(=O)Cc2c(F)cccc2Cl)c(=O)n(C)c1=O	-3	4	9	·	·	2	3	8	·
41	CCC(C)NC(=O)C(Cc1ccccc1)NS(=O)(=O)c1cccc2nsnc12 (stereo unspecified)	6	3	0	2	7	1	1	-1	-1
42	CCCCCOC(=O)Cc1c(O)c2ccccc2n(C)c1=O	-2	6	4	4	10	0	3	-3	-8
43	Cc1ccc(N2C(=O)c3ccccc3C2Nc2ccccc2)nc1 (stereo unspecified)	11	5	-1	1	2	-2	-6	-23	-4
44	COc1ccc(-c2noc(CCC(=O)N3CCN(Cc4ccccc4)CC3)n2)cc1	5	5	0	-5	7	-7	-7	6	-3
45	Cc1nc2cc(NC(=O)CSc3nc4c(C)cccc4cc3C#N)ccc2s1	-21	-9	-10	4	8	-3	2	-7	3
46	NC1=NC(=O)C(Cc2cc(Cl)ccc2Cl)S1 (stereo unspecified)	-7	-1	5	-6	0	-2	2	-5	3
47	CCC(=O)c1ccc(OC(C)C(=O)NC2(C#N)CCCCC2)cc1 (stereo unspecified)	2	-1	-1	-4	3	-2	2	-2	4
48	Cc1cccc(CCNC(=O)C2CCCN(c3ncnc4c3nc3n4CCCCC3)C2)c1 (stereo unspecified)	3	2	-1	2	2	11	10	20	-1
49	Cc1ccc(-c2csc3ncnc(-n4nnc5ccccc54)c23)cc1C	3	0	1	0	3	0	5	-13	4
50	CCc1cccc(CC)c1NC(=O)CN1CC(C)SC1=NC1CCCCC1 (stereo unspecified)	-5	7	11	-1	-1	5	0	-6	-2

Continuation.
nr	structure	PAFAH2 inh	PAFAH1B2 inh	PAFAH1B3 FP inh	LYPLA1 counter	LYPLA2 inh	PAD4 FP inh	pPAFAH inh	PREPL inh	GSTO1 inh
51	Cc1cc(S(=O)(=O)NC2CCCCC2)ccc1OCC(=O)NCc1ccccn1	6	3	9	-1	2	2	11	-3	-10
52	CCOCCCN(CC(=O)NC1CCCC1)C(=O)C(=O)Nc1ccc2c(c1)OCCO2	-2	6	-2	-2	-7	-1	-5	6	8
53	O=C(COc1ccccc1-c1ccccc1)Nc1ccc(S(=O)(=O)NCc2ccco2)cc1	5	3	11	-5	-2	3	3	-10	4
54	Cc1cc(C)nc(N/N=C/c2cn[nH]c2-c2ccc(F)cc2)n1	-2	5	5	-3	0	2	-1	5	-3
55	O=C(N/C(=C/c1cccc([N+](=O)[O-])c1)C(=O)N1CCCCC1)c1ccco1	1	1	-1	2	5	2	1	22	12
56	CN(C(=O)CSc1nnc(-c2c[nH]c3ccccc23)o1)C1CCS(=O)(=O)C1 (stereo unspecified)	2	-1	-3	-1	1	-3	1	-2	0
57	COc1ccccc1C(=O)Nc1sc2c(c1C(=O)NCc1ccco1)CCCC2	2	0	5	-2	-3	1	-1	-1	0
58	COc1cccc(-c2nn(C)c3sc(C(=O)NCCCN(C)Cc4ccccc4)cc23)c1	-5	1	13	-10	-3	1	-3	-48	-8
59	COc1ccc(NC(=O)CN(C)S(=O)(=O)c2ccc(Cl)cc2)cc1Cl	-1	4	8	2	1	0	1	-18	8
60	Cc1ccc(C(=O)Nc2cnc3ccccc3c2)cc1	2	-2	-6	-6	-4	0	-11	-1	11
61	O=C(CN(C(=O)CNC(=O)c1cccs1)c1ccc2c(c1)OCCO2)NC1CCCC1	3	-1	9	-2	-4	-6	4	-10	0
62	CC(=O)NC12CC3CC(C1)CC(C(=O)Nc1nc4ccc(S(C)(=O)=O)cc4s1)(C3)C2	8	-1	4	0	0	-5	1	-2	-1
63	N#C/C(=N\Nc1ccc(Cl)cc1)C(=O)c1ccsc1	19	9	9	4	-2	-7	33*	2	-10
64	COc1ccc(N2C(=S)N=C(Nc3ccccc3)C23CCCCC3)cc1	-2	2	2	0	2	3	6	2	5
65	CCCn1nnnc1SCC(=O)NCc1cccs1	-2	-3	-4	-2	-3	-2	-1	-5	13
66	COc1cc2c(cc1Cl)C(=O)C(F)(c1ccccc1)C(=O)N2 (stereo unspecified)	-2	9	-2	0	1	5	-1	9	4
67	CCOC(=O)c1oc2ccccc2c1NC(=O)c1ccc2c(c1)OCO2	-8	0	-1	0	9	-2	3	13	2
68	COc1ccc(S(=O)(=O)N2CCCCC2)cc1NC(=O)CN(Cc1ccco1)Cc1ccco1	8	3	0	-1	7	0	0	4	·
69	CC(=O)Nc1ccc(S(=O)(=O)NCCN2CCNC2=O)cc1Cl	-3	0	4	0	-1	2	-3	16	2
70	CSc1ccc(CCNC(=O)c2ccc(CS(=O)Cc3ccc(Cl)cc3)o2)cc1 (stereo unspecified)	-2	6	4	-3	-3	3	30*	12	-2
71	CC(C)N(C(=O)CSc1nnnn1-c1ccc2c(c1)OCO2)C(C)C	·	·	·	-2	-3	-3	1	1	-4
72	COc1cccc(CNC(=O)C2CCN(S(=O)(=O)c3ccc4c(c3)NC(=O)CO4)CC2)c1	8	6	7	-1	10	-8	-2	-2	-4
73	Cc1ccc(C(=O)NNC(=O)CCCCC(=O)NNC(=O)c2ccc(C)cc2)cc1	4	4	6	0	7	-2	5	12	-4
74	C=CCn1c(CNC(=O)c2ccco2)nnc1SCC(=O)Nc1cccc(Br)c1	3	4	1	-4	-3	-2	5	-1	4

The list is partial; count on the stated rates, not on these rows.
